Source: PubChem BioAssay (several laboratories)
DNA FID counter: displaces DNA intercalator in HCV helicase counter-screen; DNA fluorescent intercalator displacement, fluorescence; inhibition, % at 7.9 µM; 0.17% of 290,000 active; AID 1845; in the data active = inhibition above about 37%;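 note: 0% = vehicle and 100% = reference compound; higher means more ethidium bromide displaced from hairpin DNA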
VIM-2 inhibitor: blocks Pseudomonas aeruginosa VIM-2 metallo-beta-lactamase; purified VIM-2, nitrocefin hydrolysis, epi-absorbance fluorescence; inhibition, % at 5.6 µM; 0.89% of 290,000 active; AID 1527;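 active = inhibition above the mean of all tested compounds plus 3 SD, cutoff set per screening run, cut at about 7.5% in these data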;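 note: red hydrolysis product quenches plate fluorescence so inhibitors raise well fluorescence; 0% = enzyme with DMSO and 100% = DMSO without enzyme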
PHOSPHO1 block: PHOSPHO1 (human) inhibition; recombinant PHOSPHO1, absorbance phosphatase assay; inhibition, % at 13.3 µM; 1.1% of 290,000 active; AID 1565; in the data active = inhibition above about 60%
Target sequence (Q8TCT1 whole entry, looked up): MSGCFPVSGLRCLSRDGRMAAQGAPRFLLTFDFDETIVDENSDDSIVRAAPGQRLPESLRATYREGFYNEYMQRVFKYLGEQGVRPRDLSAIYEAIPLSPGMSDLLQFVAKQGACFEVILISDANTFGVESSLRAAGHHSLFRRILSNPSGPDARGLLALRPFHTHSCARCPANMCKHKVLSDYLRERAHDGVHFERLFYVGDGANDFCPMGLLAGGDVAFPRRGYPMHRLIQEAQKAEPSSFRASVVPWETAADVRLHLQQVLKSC
IMP-1 inh: inhibitors of Pseudomonas aeruginosa IMP-1 metallo-beta-lactamase; purified IMP-1, nitrocefin hydrolysis, epi-absorbance fluorescence; inhibition, % at 5.6 µM; AID 1556; 0.45% of 290,000 active;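 active = inhibition above the mean plus 3 SD of all compounds in the same screening run, cut at about 4.5% in these data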;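 note: 0% = IMP-1 with DMSO and 100% = DMSO wells lacking enzyme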
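System: purified IMP-1; amount: IMP-1 0.2 nM before substrate addition; compound: single dose, 5.6 µM; times: 25 °C, 15 min preincubation, 25 min reaction; signal: Epi-absorbance via hydrolysed-nitrocefin quenching of white-plate fluorescence, 480/530 nm, EDTA stop; benchmarks: DMSO with and without IMP-1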
p-CIP stab down: p/CIP protein destabilization; Q05BA5; F442A p/CIP-EGFP cells, EGFP fluorescence, 16 h; decrease of EGFP signal, % at 10 µM; 0.01% of 290,000 active;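 active = EGFP signal decrease of at least 30% at 10 µM or well 3 SD below plate mean, unless failing retest; inactive = the rest, including hits failing retest or dose response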; note: some compounds called inactive have numbers as strong as hits; many of its hits are not listed in these tables
IDE cell activ: boosts human insulin-degrading enzyme activity in HEK cells. P14735. FAbeta-B cleavage, fluorescence polarization; 0% vehicle, 100% cell-free pure enzyme wells. activation, % at 5.96 µM. 0.073% of 340,000 active. AID 493087;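 active = activation above the mean of all tested compounds plus 3 SD, set per screening campaign, cut at about 17% in these data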
HCV NS3 hel inh: inhibitors of Hepatitis C virus NS3 helicase. NS3 helicase DNA unwinding, Cy5 molecular beacon fluorescence. AID 1800. inhibition, % at 10.9 µM. 0.56% of 290,000 active;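 active = inhibition above the mean of all tested compounds plus 3 SD, set per campaign, cut at about 35% in these data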;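 note: 0% = DMSO wells and 100% = thioflavine S control wells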
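Material: hepatitis C virus NS3 helicase domain fragment enzyme; measured by: Cy5 fluorescence, 0 and 60 min reads; control set: DMSO and thioflavine S; incubation: 60 min unwinding reaction at 25 °C after ATP addition; read-out basis: % inhibition from 60/0 min fluorescence ratio, DMSO 0%, thioflavine S 100%; repeats: singlicate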
MEKK3 PB1 HTS: raises or lowers MEK5 binding to the human MEKK3 PB1 domain. Q99759. bead-based flow cytometry, Alexa488-MEK5 binding to MEKK3; actives lie on both sides; 0 = blocked by unlabeled MEK5, 100 = vehicle. binding response (% of control), % at 10 µM. 1.4% of 290,000 active;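 active = binding response more than 3 SD above or below the average of its plate-row segment, actives on both sides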;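 note: Alexa488 bead fluorescence after subtracting the streptavidin-only scavenger bead signal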
Target sequence (Q99759 whole entry, looked up, the tested form may be a part): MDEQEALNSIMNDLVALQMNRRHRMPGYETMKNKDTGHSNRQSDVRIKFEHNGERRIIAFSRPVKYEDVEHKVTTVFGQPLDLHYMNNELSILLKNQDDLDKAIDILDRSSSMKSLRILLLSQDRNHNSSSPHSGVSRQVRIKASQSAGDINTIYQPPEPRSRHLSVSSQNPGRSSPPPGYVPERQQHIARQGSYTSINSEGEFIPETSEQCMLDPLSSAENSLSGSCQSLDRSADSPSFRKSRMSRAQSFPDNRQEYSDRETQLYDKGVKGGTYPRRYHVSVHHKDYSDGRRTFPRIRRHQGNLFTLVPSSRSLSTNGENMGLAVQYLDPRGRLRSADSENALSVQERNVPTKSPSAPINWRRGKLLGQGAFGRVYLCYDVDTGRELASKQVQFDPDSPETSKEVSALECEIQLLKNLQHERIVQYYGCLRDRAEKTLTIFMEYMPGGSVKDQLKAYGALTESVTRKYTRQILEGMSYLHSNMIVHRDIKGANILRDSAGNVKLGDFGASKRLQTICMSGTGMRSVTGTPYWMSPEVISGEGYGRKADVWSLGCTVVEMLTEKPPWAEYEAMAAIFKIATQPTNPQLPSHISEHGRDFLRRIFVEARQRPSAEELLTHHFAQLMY
SUMO HTRF inh: blocks human SUMOylation mediated by UBC9; P63279; HTRF SUMOylation assay, SAE1/SAE2 + UBC9, in vitro; inhibition, % at 35 µM; 0.36% of 290,000 active; AID 2006; in the data active = inhibition above about 50%, passing the limit was not always enough; note: strong numbers were not always called active
Target sequence (P63279 whole entry, looked up): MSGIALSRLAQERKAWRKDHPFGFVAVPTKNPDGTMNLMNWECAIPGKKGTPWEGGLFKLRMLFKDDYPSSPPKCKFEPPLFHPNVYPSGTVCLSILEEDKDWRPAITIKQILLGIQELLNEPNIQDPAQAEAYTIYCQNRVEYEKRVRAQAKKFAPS
An asterisk follows results filed as active; · = not tested or not shown. This is a subset (hit frequency here may not be typical).

SMILES	DNA FID counter	VIM-2 inhibitor	PHOSPHO1 block	IMP-1 inh	p-CIP stab down	IDE cell activ	HCV NS3 hel inh	MEKK3 PB1 HTS	SUMO HTRF inh
CC1CCCC(NC(=O)CCNC(=O)c2ccc([N+](=O)[O-])cc2)C1C (stereo not given)	-11	-0.3	41	-3.2	10	-1	1	100	8
CC(Oc1ccc(-c2ccccc2)c(F)c1)c1ccn(S(=O)(=O)c2ccc(F)cc2)n1 (stereo not given)	-7	-2.7	2	-1.7	-1	3	3	116	-18
CC(=O)Nc1cc(C(=O)N2CCc3ccccc3C2)ccc1Sc1ccc(Cl)cc1	-36	-0.8	27	-2.3	-3	9	-6	126	-16
CCOC(=O)c1ccc(Nc2nc(=O)c3cccnc3s2)cc1	-4	-4.5	27	-3.2	-8	-1	-21	86	-5
CCCCc1nc(SCCOC)c2c(=O)n(C)c(=O)n(C)c2n1	-12	0.4	27	-2.1	-17	-4	4	94	5
COc1ccc(CC(CC(=O)O)C(=O)Nc2ccccc2)cc1 (stereo not given)	-9	1.8	-19	2.0	3	2	-1	103	-2
C=CCSc1nc2ccsc2c(=O)n1-c1ccccc1	-13	2.0	0	2.2	-8	-7	-8	102	-2
O=S(=O)(c1ccc2oc3ccccc3c2c1)N1CCCC1	-7	-0.9	1	-2.1	-14	-6	15	94	-5
CCNc1nc(NC(C)(C)C)nc(N(C#N)CC)n1	-22	-2.2	34	-2.4	-14	-1	-8	96	-2
CCn1cc(C(=O)O)c(=O)c2cc(F)c(N3CCN(C(=S)NC(=O)c4ccccc4Br)CC3)cc21	-5	1.6	24	0.9	-24	-3	50*	100	-2
COc1ccc(C2CC(=O)C3=C(C2)Nc2ncnn2C3c2ccccc2)cc1 (stereo not given)	-14	-3.7	-7	-3.2	-5	0	-7	102	-6
Cc1ccc(NC(=O)c2c(C)nc3sc(C(=O)NC4CCCC4)c(N)c3c2-c2ccco2)c(C)c1	-12	-2.2	-8	-0.7	-3	0	-5	93	2

Three structures out of the list, sorted by count of non-hydrogen atoms, largest number first.
SMILES	DNA FID counter	VIM-2 inhibitor	PHOSPHO1 block	IMP-1 inh	p-CIP stab down	IDE cell activ	HCV NS3 hel inh	MEKK3 PB1 HTS	SUMO HTRF inh
CCn1cc(C(=O)O)c(=O)c2cc(F)c(N3CCN(C(=S)NC(=O)c4ccccc4Br)CC3)cc21	-5	1.6	24	0.9	-24	-3	50*	100	-2
O=S(=O)(c1ccc2oc3ccccc3c2c1)N1CCCC1	-7	-0.9	1	-2.1	-14	-6	15	94	-5
C=CCSc1nc2ccsc2c(=O)n1-c1ccccc1	-13	2.0	0	2.2	-8	-7	-8	102	-2

In the list so far, 2 contain a COOH group.
SMILES	DNA FID counter	VIM-2 inhibitor	PHOSPHO1 block	IMP-1 inh	p-CIP stab down	IDE cell activ	HCV NS3 hel inh	MEKK3 PB1 HTS	SUMO HTRF inh
COc1ccc(CC(CC(=O)O)C(=O)Nc2ccccc2)cc1 (stereo not given)	-9	1.8	-19	2.0	3	2	-1	103	-2
CCn1cc(C(=O)O)c(=O)c2cc(F)c(N3CCN(C(=S)NC(=O)c4ccccc4Br)CC3)cc21	-5	1.6	24	0.9	-24	-3	50*	100	-2

New compounds follow:
SMILES	DNA FID counter	VIM-2 inhibitor	PHOSPHO1 block	IMP-1 inh	p-CIP stab down	IDE cell activ	HCV NS3 hel inh	MEKK3 PB1 HTS	SUMO HTRF inh
O=[N+]([O-])c1ccc(C(O)CN2CCN(C/C=C/c3ccccc3)CC2)cc1 (stereo not given)	15	-2.1	5	-0.7	-2	2	3	109	12
CCN(CC)CCCNC(=O)c1ccc(N2CCCCC2)c(NS(=O)(=O)c2ccc(C)cc2)c1	51*	4.4	3	-1.1	10	5	-28	94	6
O=C(O)c1sc2cc(C(F)(F)F)cnc2c1-c1ccccc1	0	0.3	-18	-1.0	5	5	2	109	4
Cc1cc(N2CCOCC2)n2cc(-c3ccccc3)nc2n1	-6	2.1	33	1.9	7	-2	-11	89	22
COc1ccc(N2CCN(CC(O)COc3ccc(C)c(C)c3)CC2)cc1 (stereo not given)	0	-1.1	24	-2.7	-8	-2	-31	99	4
CCn1c(CNC(=O)c2ccc(OC)c(OC)c2)nnc1SCC(=O)Nc1ccccc1	-17	-2.4	-15	-1.7	6	5	0	107	4
Cc1[nH]c2ccccc2c1/C=N/NC(=O)CCC(=O)Nc1ccccc1	13	-5.0	-7	-2.8	6	4	-3	98	-4
O=C(c1cccc([N+](=O)[O-])c1)N1CCc2ccccc21	4	-0.1	51	0.1	2	2	14	99	0
O=C1COc2ccc(-c3csc(=Nc4ccc(OC(F)F)cc4)n3CC3CCCO3)cc2N1 (stereo not given)	-5	-3.0	-100	-2.3	-9	-1	4	98	-15
Cc1ccn2c(/C=N/OCc3ccc(F)cc3)c(-c3ccc(Cl)cc3)nc2c1	-6	0.0	-1	-1.9	-2	-7	6	106	4
COc1cccc(NC(=S)N(Cc2ccc(Cl)cc2)Cc2ccc(C(=O)O)cc2)c1	-31	-1.6	-19	-2.3	3	3	21	105	9
CN(CC(=O)Nc1ccc(F)c(F)c1F)C(=O)c1ccc(=O)[nH]c1	-4	-1.6	20	3.1	-5	0	1	105	11
COC(=O)c1sc2ccc(C)cc2c1C(=O)OC	-12	0.7	·	0.0	·	4	-5	105	·
Cc1cc(C)cc(N(CC(=O)NC2CCCC2)S(=O)(=O)c2c(C)[nH]c(=O)[nH]c2=O)c1	-30	-1.4	32	-2.6	-12	8	9	103	9
Cn1nc(C(=O)OCC(=O)NC2CCS(=O)(=O)C2)c2ccccc2c1=O (stereo not given)	-1	-3.7	44	-2.0	12	4	4	98	-3
c1ccc(-c2csc3ncnc(NCc4ccccn4)c23)cc1	-18	-2.8	6	-2.8	-11	6	-16	101	12
O=C(/C=C/c1ccccc1Cl)Nc1ccc(S(=O)(=O)Nc2ncccn2)cc1	-4	-0.2	-26	-2.0	7	-4	-31	99	22
O=C(Nc1ccccc1Cl)N1CCN(Cc2ccc3c(c2)OCO3)CC1	-8	-3.2	-15	-3.6	0	0	-19	102	9
COc1cccc(CN2C(=O)CCC2(C)C(=O)NCCc2ccc(OC)c(OC)c2)c1 (stereo not given)	-28	-0.9	28	-3.7	1	1	-21	103	0
Cc1cccc(N2CCN(C(=O)CSCc3c(C)noc3C)CC2)c1C	-34	-3.4	-3	-5.5	-11	-3	3	·	26
Cc1ccc(NS(=O)(=O)c2ccc3c(c2)CCN3C(=O)CCC(=O)O)cc1Cl	-18	0.0	6	-2.9	-6	6	48*	110	2
Cc1ccc(C)c(NC(=O)Cn2cnc3c(oc4ccccc43)c2=O)c1	4	-2.6	-1	-4.3	10	-3	0	102	-2
COc1ccc(N=C2NC(=O)CS2)c([N+](=O)[O-])c1	-1	-2.6	25	-4.2	-4	0	3	106	10
COc1ccc2c(c1)N(C)/C(=C1/SC(=S)N(NC(C)=O)C1=O)S2	-1	-3.6	29	-4.0	0	3	-6	100	1
Cc1ccc(C(=O)Nc2cccc(C(=O)NC3CCCC3)c2)cc1	-34	-1.1	-10	-0.3	-8	2	0	101	11
CCN(c1ccc(OCC(=O)OCC(=O)Nc2ccc(F)c(F)c2F)cc1)S(=O)(=O)c1ccccc1	-15	-2.4	0	-0.8	-10	0	4	106	2
Cn1c(=O)cc(OCC(=O)NCCCN2CCN(Cc3ccccc3)CC2)c2ccccc21	6	0.3	-18	-0.6	-1	2	-7	102	4
COc1ccc(-c2nc(CS(=O)CC(=O)NCc3cccnc3)c(C)o2)cc1OC (stereo not given)	-12	-1.1	26	-4.2	-11	0	6	107	17
CC(=O)Nc1ccc(NC(=O)C(C)n2nc(C)c([N+](=O)[O-])c2C)cc1 (stereo not given)	1	0.0	39	-0.5	-19	3	3	102	15
COc1ccc(C)c2sc(=NC(=O)C(C)C)n(C)c12	1	-4.9	-20	-4.9	8	2	2	111	6
Cc1nc(CNC(=O)CC2C(=O)NCCN2Cc2ccoc2)nc2c1CCCC2 (stereo not given)	-17	-0.6	12	0.1	3	4	3	101	5
Cc1oc(-c2cccc(C(F)(F)F)c2)nc1CN1CCC[C@H]1CO	0	-2.4	-5	-5.2	-2	-3	1	105	12
COc1ccccc1C(CC(=O)c1ccccc1)CC(=O)c1ccccc1	-10	0.9	28	-2.1	-4	2	-2	105	-9
CCOC(=O)C1=C(c2cccc(Oc3ccccc3)c2)NC(=S)NC1C (stereo not given)	-19	-2.9	16	-2.0	-15	-2	0	102	6
CCN1CCN(C(=O)CN(C)S(=O)(=O)c2ccc3ccccc3c2)CC1	14	-2.4	17	-0.8	1	-3	-2	95	3
COc1ccc(C(=O)CSc2cc(C)[nH]c(=O)n2)cc1	-3	-5.7	47	-3.1	-16	2	22	101	·
CCOC(=O)c1cc(C(=O)c2cc(Cl)ccc2O)coc1=N	-6	-0.8	28	-4.2	-25	1	2	103	-1
O=C(CCn1c(SCC(=O)c2ccccc2)nc2ccccc2c1=O)NCc1ccc(F)cc1	2	-3.2	23	-1.0	-1	5	1	82	30
CCOC(=O)CSc1nc2ccc(N)cc2s1	0	-1.4	83*	-3.3	-10	4	5	104	20
O=C(Cc1cccc(F)c1F)NC1CCCN(Cc2ccc(Cl)cc2)C1 (stereo not given)	0	-0.8	·	-3.6	-13	-5	-17	103	19
CCN(CC)S(=O)(=O)c1ccc2oc(C(=O)O)c(C)c2c1	3	-0.3	6	2.1	3	0	0	103	2
CCN(CC)CCNC(=O)c1sc2nc(-c3ccccc3)cn2c1C	11	-2.6	36	-1.8	-9	-2	4	100	1
CCOC(=O)c1cc2occc2n1CC(=O)N1CCCc2ccccc21	-41	0.7	52	1.9	4	2	28	95	17
COCCNc1nc2c(S(=O)(=O)c3cc(C)ccc3C)nnn2c2ccccc12	-7	1.1	-23	-0.6	-2	4	7	101	20

Arranged by the number under IMP-1 inh (descending): seven from the list above
smiles	VIM-2 inhibitor	PHOSPHO1 block	IMP-1 inh	p-CIP stab down	IDE cell activ	HCV NS3 hel inh	MEKK3 PB1 HTS	SUMO HTRF inh
CN(CC(=O)Nc1ccc(F)c(F)c1F)C(=O)c1ccc(=O)[nH]c1	-1.6	20	3.1	-5	0	1	105	11
C=CCSc1nc2ccsc2c(=O)n1-c1ccccc1	2.0	0	2.2	-8	-7	-8	102	-2
CCn1c(CNC(=O)c2ccc(OC)c(OC)c2)nnc1SCC(=O)Nc1ccccc1	-2.4	-15	-1.7	6	5	0	107	4
O=C(/C=C/c1ccccc1Cl)Nc1ccc(S(=O)(=O)Nc2ncccn2)cc1	-0.2	-26	-2.0	7	-4	-31	99	22
CCNc1nc(NC(C)(C)C)nc(N(C#N)CC)n1	-2.2	34	-2.4	-14	-1	-8	96	-2
c1ccc(-c2csc3ncnc(NCc4ccccn4)c23)cc1	-2.8	6	-2.8	-11	6	-16	101	12
CCOC(=O)c1ccc(Nc2nc(=O)c3cccnc3s2)cc1	-4.5	27	-3.2	-8	-1	-21	86	-5
